Screens as filed in PubChem.
CRFR2-BP ag: CRF-BP/CRF-R2 complex agonism; activation, % at 13.2 µM; HEK293 CRF-R2/CRF-BP, calcium dye fluorescence (FLIPR); percent of saturating CRF peptide response; 0.46% of 350,000 active; AID 588473;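 active = activation of at least 50%, plus an integration ratio under a set limit after plate pattern correction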;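 also: plate controls were neutral control wells without compound for no effect and CRF at EC100 for full effect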
CHRM5 PAM: CHRM5 positive allosteric modulation; P08912; CHO-K1 hM5, Fluo-8 calcium, ACh EC20 PAM; 0% = ACh EC20, 100% = ACh EC100; activation, % at 3 µM; 0.3% of 360,000 active; AID 624038;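 active = activation above the run cutoff, the mean activation of all test compounds plus 3 SD, cut at about 18% in these data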
Target sequence (P08912 whole entry, looked up): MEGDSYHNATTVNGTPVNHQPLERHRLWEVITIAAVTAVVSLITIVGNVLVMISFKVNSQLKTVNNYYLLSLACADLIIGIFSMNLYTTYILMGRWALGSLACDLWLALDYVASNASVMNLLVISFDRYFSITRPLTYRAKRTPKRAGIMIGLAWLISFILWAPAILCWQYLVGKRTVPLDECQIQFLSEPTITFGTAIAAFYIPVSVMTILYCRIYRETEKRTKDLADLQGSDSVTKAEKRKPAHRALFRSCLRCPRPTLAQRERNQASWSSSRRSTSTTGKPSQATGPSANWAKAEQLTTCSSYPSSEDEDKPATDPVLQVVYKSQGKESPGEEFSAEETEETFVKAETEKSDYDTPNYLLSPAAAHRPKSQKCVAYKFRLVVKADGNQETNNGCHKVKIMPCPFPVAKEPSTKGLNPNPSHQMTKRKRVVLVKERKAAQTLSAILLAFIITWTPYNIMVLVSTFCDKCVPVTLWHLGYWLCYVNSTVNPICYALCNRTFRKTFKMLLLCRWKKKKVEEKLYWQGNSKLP
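System: CHO-K1 cell line with stable human muscarinic M5 receptor expression | Also added: EC20 acetylcholine as agonist stimulus | Compound: One concentration, 3 µM final (nominal) | Timing: Fluo-8 loading 80 min at 37 °C plus 30 min room temperature | Measured by: Fluo-8 calcium dye fluorescence, kinetic read | Read-out basis: % activation, ACh-normalized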
M1 PAM parental: counter-screen for M1 PAMs: effect in parental CHO-K1 cells | 0.02% of 360,000 active | ATP EC20, Fluo-8 calcium fluorescence; 0% at ATP EC20, 100% at ATP max | activation, % at 3 µM;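 active = activation above the run cutoff, the mean activation of all test compounds plus 3 SD, cut at about 40% in these data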;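 also: peak over basal fluorescence ratio in a 140 s read after ATP addition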
TAAR1 antagonist: antagonists of human TAAR1 | Q96RJ0 | CHO RD-HGA16 TAAR1, Fluo-8 calcium fluorescence, antagonist | inhibition, % at 3 µM | 1.5% of 360,000 active | AID 624466;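 active = inhibition above a per-plate cutoff, the mean inhibition of test compounds on that plate plus 3 SD, cut at about 49% in these data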;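 also: 0% = DMSO plus EC80 beta-PEA response and 100% = DMSO alone without agonist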
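System: RD-HGA16 CHO cells with stable hTAAR1 and Gα16 | Probe or stimulus: EC80 β-phenethylamine stimulus | Dosing: 3 µM, single point | Times: Dye loading 75 min at 37 °C, then 30 min room temperature | Measured by: Fluo-8 calcium-sensitive fluorescence | Read-out basis: % inhibition of agonist calcium response | Replicates: n of 1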
CHRM5 agonist: CHRM5 agonism in calcium assay; P08912; CHO-K1 hM5 cells, Fluo-8 calcium fluorescence; 0% DMSO wells, 100% maximal acetylcholine response; activation, % at 3 µM; 0.19% of 360,000 active;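 active = activation above the run's mean over test compounds plus 3 SD, cut at about 23% in these data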;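 also: signal is peak over basal fluorescence ratio across the kinetic read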
M5 antag: antagonists of human muscarinic M5 receptor (CHRM5) | P08912 | CHO-hM5 cells, Fluo-8 calcium fluorescence, ACh EC80 | inhibition, % at 3 µM | 0.59% of 360,000 active | AID 624040;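 active = inhibition above a per-plate cutoff, the mean of that plate's test compounds plus 3 SD, cut at about 27% in these data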;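 also: 0% = acetylcholine EC80 with DMSO and 100% = DMSO without agonist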
CHRM4 PAM: positive allosteric modulators of human muscarinic M4 receptor | CHO-K1 hM4/Gqi5, Fluo-8 calcium fluorescence, ACh EC20; 0% = ACh EC20, 100% = maximal ACh | activation, % at 3 µM | 0.4% of 360,000 active | AID 624126;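 active = activation above its plate's cutoff, the mean activation of sample wells plus 3 SD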; also: some results filed as inactive read as strong as hits
Target sequence (P08173 whole entry, looked up): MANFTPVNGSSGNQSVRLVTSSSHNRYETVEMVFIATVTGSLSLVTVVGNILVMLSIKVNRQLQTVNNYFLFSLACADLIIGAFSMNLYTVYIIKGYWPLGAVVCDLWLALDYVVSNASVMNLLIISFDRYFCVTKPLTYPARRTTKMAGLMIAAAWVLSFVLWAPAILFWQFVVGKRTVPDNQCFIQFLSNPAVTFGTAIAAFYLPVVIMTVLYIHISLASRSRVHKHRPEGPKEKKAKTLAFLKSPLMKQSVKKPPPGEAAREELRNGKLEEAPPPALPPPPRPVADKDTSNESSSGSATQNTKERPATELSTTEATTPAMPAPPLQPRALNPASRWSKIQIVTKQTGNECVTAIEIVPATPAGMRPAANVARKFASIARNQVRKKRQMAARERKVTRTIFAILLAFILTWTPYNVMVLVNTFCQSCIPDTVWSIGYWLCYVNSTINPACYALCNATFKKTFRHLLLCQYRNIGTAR
TAAR1 ag: agonists of human TAAR1 | Q96RJ0 | CHO RD-HGA16 TAAR1, Fluo-8 calcium fluorescence; vehicle wells 0%, saturating PEA agonist 100% | activation, % at 3 µM | 0.99% of 360,000 active;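 active = activation above the mean activation of all test compounds in the run plus 3 SD, cut at about 38% in these data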
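Test system: RD-HGA16 (CHO) cells co-expressing Gα16 and hTAAR1 / Benchmarks: DMSO vehicle as 0%, PEA at EC100 as 100% / Repeats: no replicates (n 1) / Measure: % activation from peak over basal fluorescence ratio, DMSO-to-PEA scaled / Timing: 17-24 h plating, Fluo-8 75 min 37 °C, 30 min RT / Technique: kinetic Fluo-8 calcium fluorescence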
CRFBP-R2 block: antagonists of CRF-binding protein/CRF-R2 receptor complex; AID 588475; 0.59% of 350,000 active; inhibition, % at 11.8 µM; HEK293 CRF-R2/CRF-BP, CRF-induced calcium fluorescence;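 active = inhibition of the ligand-induced calcium signal above about 50% at the single tested concentration, limit read from the data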
An asterisk follows results filed as active; · = not tested or not shown. Hits appear at their usual frequency. Share with any hit: about 4.2%.

SMILES	CRFR2-BP ag	CHRM5 PAM	M1 PAM parental	TAAR1 antagonist	CHRM5 agonist	M5 antag	CHRM4 PAM	TAAR1 ag	CRFBP-R2 block
O=[N+]([O-])c1cccc(-c2nn(-c3ccccc3)cc2CO)c1	-1.9	-5	-19	15	-2	3	-1	0	-4
O=C(Nc1cc([N+](=O)[O-])ccc1Cl)c1cccnc1	-0.7	7	13	-6	5	-1	-4	5	6
O=C(Nc1ccc(N2CCOCC2)cc1)c1ccc(Br)o1	-1.3	0	-7	9	-1	10	-12	2	3
CCOC(=O)CN1c2ccccc2NC(=O)CC1C (stereo not drawn)	0.7	-1	43*	-11	0	6	9	0	18
COc1ccc(Br)cc1C(=O)Nc1ccc(O)cc1	-6.0	-2	13	-10	-3	4	8	-2	-4
COc1ccc(NC(=O)NNC(=O)C(C)Oc2ccc3ccccc3c2)cc1 (stereo not drawn)	0.3	-9	5	-25	-4	12	-1	1	-2
CCOc1ccc(C(=O)Nc2ccc(C(F)(F)F)n(C)c2=O)cc1	-0.5	4	9	-8	-5	-6	5	5	7
Cc1nc(SCC(=O)Nc2ccc(N3CCOCC3)cc2)nc(C)c1C	0.3	1	-2	-21	4	-7	23	3	9
O=C(c1ccc(F)cc1)N1CCN(S(=O)(=O)c2ccc3c(c2)OCCO3)CC1	1.0	-7	-8	-15	-2	2	-1	1	23
CN(C)CCCOC(=O)Cc1ccc(Cl)cc1	-0.1	-6	16	2	-6	0	-5	2	1
COc1ccc(C(=O)N2CC(=O)Nc3ccccc32)cc1S(=O)(=O)N1CCOCC1	-2.1	14	21	-12	1	-2	-5	1	13
CC1(C)CC2CC(C)(CN2CC(=O)C(C#N)c2ccccc2)C1 (stereo not drawn)	0.5	6	-12	6	-1	-10	7	6	-11
CSCCC(NC(=O)c1ccc(Cl)cc1)C(=O)OCC(=O)Nc1ccc(C#N)cc1 (stereo not drawn)	-2.1	-4	10	22	0	0	4	8	-16
Cc1cc(S(=O)(=O)Nc2c(C)ccc3nsnc23)ccc1F	-1.4	-2	18	23	-4	-3	2	-2	-3
CCOC(=O)c1ccc(NC(=O)c2nc[nH]c2C(=O)N(C)CCO)cc1	-0.7	7	7	17	3	-19	1	1	32
CCOC(=O)Cn1c(=O)oc2cc(S(=O)(=O)N3CCC(N4CCCCC4)CC3)ccc21	-0.9	-2	11	1	-3	1	-4	1	27
O=C(COC(=O)/C=C/C(=O)OCC(=O)Nc1ccccc1F)Nc1ccccc1F	0.0	0	-6	-16	4	2	16	5	-5
O=C1c2cccnc2C(O)N1Cc1ccccc1 (stereo not drawn)	0.7	10	4	2	4	-8	14	0	-12
COc1ccc(N2CCN(C(=S)Nc3cccc(C)c3)CC2)cc1	0.0	0	2	-1	0	1	-5	14	10
COc1ccc(CN2C(=O)C(CC(=O)NC3CC3)CC(C(=O)N(C)C)=C2C)cc1 (stereo not drawn)	2.4	-3	17	-18	0	17	-2	2	4
Cc1nn(C)cc1/C=N/NC(=O)c1ccc2c(c1)OCO2	0.0	6	12	-4	-2	-2	-2	4	-3
O=C(c1ccco1)N1N=C(c2ccccc2)CC1c1ccc2nccnc2c1 (stereo not drawn)	0.1	-1	22	-13	1	7	-4	4	-39
C[C@@H](C(=O)NCc1c(F)cccc1Cl)N1C(=O)N2CCc3c([nH]c4ccccc34)[C@@]2(C)C1=O	0.9	1	-12	26	0	1	1	-1	-1
COc1ccc(NC(=O)/C=C/c2ccc(OC)c(OC)c2)cn1	-0.9	1	14	-23	-1	8	-1	2	-4
O=C(Nc1ccccc1)c1cc(N2CCOCC2)nc2ccccc12	4.5	-8	25	22	-1	3	4	2	1

Structures from the list above that have a nitro group on carbon, in the order listed:
SMILES	CRFR2-BP ag	CHRM5 PAM	M1 PAM parental	TAAR1 antagonist	CHRM5 agonist	M5 antag	CHRM4 PAM	TAAR1 ag	CRFBP-R2 block
O=[N+]([O-])c1cccc(-c2nn(-c3ccccc3)cc2CO)c1	-1.9	-5	-19	15	-2	3	-1	0	-4
O=C(Nc1cc([N+](=O)[O-])ccc1Cl)c1cccnc1	-0.7	7	13	-6	5	-1	-4	5	6

Three entries from above, with bars between the fields.
structure | CRFR2-BP ag | CHRM5 PAM | M1 PAM parental | TAAR1 antagonist | CHRM5 agonist | M5 antag | CHRM4 PAM | TAAR1 ag | CRFBP-R2 block
O=C(Nc1ccc(N2CCOCC2)cc1)c1ccc(Br)o1 | -1.3 | 0 | -7 | 9 | -1 | 10 | -12 | 2 | 3
O=[N+]([O-])c1cccc(-c2nn(-c3ccccc3)cc2CO)c1 | -1.9 | -5 | -19 | 15 | -2 | 3 | -1 | 0 | -4
COc1ccc(Br)cc1C(=O)Nc1ccc(O)cc1 | -6.0 | -2 | 13 | -10 | -3 | 4 | 8 | -2 | -4

Additional results
SMILES	CRFR2-BP ag	CHRM5 PAM	M1 PAM parental	TAAR1 antagonist	CHRM5 agonist	M5 antag	CHRM4 PAM	TAAR1 ag	CRFBP-R2 block
CCN(CC(=O)NCc1ccc(Cl)cc1)C(=O)c1ccc(S(=O)(=O)N(C)C)cc1	-2.1	0	-4	-18	1	3	2	1	1
O=S(=O)(Nc1ccc(S(=O)(=O)Nc2nccs2)cc1)c1ccc(Br)cc1	-2.1	4	-4	-8	-2	-1	7	0	4
CCOc1ccc(C(C(=O)NCC2CCCO2)N(C(=O)c2snc(C(N)=O)c2N)c2cccc(F)c2)cc1 (stereo not drawn)	-0.1	-9	-9	56*	3	7	-14	17	-4
CC(C)CCN1CCN(Cc2ccc(N3CCNC3=O)cc2)CC1CCO (stereo not drawn)	0.0	2	13	-2	-1	2	-2	-4	11
COC(=O)c1cn(NC(=O)c2cccc(F)c2)c(=O)c2ccccc12	-2.1	3	-7	-6	2	-4	6	15	1
CCOC(=O)c1ccc(NC(=O)C2CCN(S(=O)(=O)CC)CC2)cc1	-0.3	-2	8	-22	-6	6	1	7	1
Cn1c(SCc2ccc3c(c2)OCO3)nnc1-c1ccccc1	-2.7	-2	0	0	-5	3	-11	1	10
O=C(Cc1ccccc1)NCC(=O)OCc1ccccc1F	-0.1	1	3	-9	-2	7	-7	1	-4
C#CCOCCOCCOCCNc1nc(N2CCN(C(=O)C([C@@H](C)O)n3cc([C@@H](N)CCCCN)nn3)CC2)nc(N2CCN(C(=O)[C@H](CCCN=C(N)N)n3cc(C(N)[C@@H](C)CC)nn3)CC2)n1 (stereo partly drawn)	-1.1	2	11	·	-1	18	-3	·	13
O=C(NCC(=O)N(c1ccccc1)C(C(=O)NC1CCCC1)c1cccnc1)c1ccco1 (stereo not drawn)	-1.0	1	18	-10	-6	12	-2	1	13
COc1cc2ccccc2cc1C(=O)OCc1nc2ccsc2c(=O)[nH]1	0.0	7	3	25	0	0	7	7	-13
Cc1ccc(NC(=S)N2CCN(S(C)(=O)=O)CC2)cc1C	-0.5	9	3	-9	2	-4	0	1	-3
CCOc1ccc2nc(NS(=O)(=O)c3ccc(NC(C)=O)cc3)sc2c1	-0.9	-5	10	-3	-3	4	1	1	31
Cc1cc(C)c2c(n1)sc1c(N3CCCCC3)ncnc12	1.8	4	7	-26	-2	0	23*	2	-6
O=C(CN1C(=O)c2ccccc2C1=O)OCC(=O)N1CCCCC1	-0.9	-7	-17	0	-3	15	-1	4	-12
Nc1nonc1-n1nnc(C(=O)N/N=C/c2ccc(Br)cc2)c1CN1CCOCC1	0.3	3	2	-31	-3	-6	5	27	-32
O=C(NC1CCCCC1)c1cc(S(=O)(=O)N2CCCC2)ccc1Cl	-0.7	-1	6	-14	-2	5	0	2	0
Nn1c(SCC(=O)NCC2CCCO2)nnc1-c1ccc(OC(F)F)cc1 (stereo not drawn)	0.1	2	1	-11	-2	-5	-1	0	0
CCn1cnc2c(Nc3cccc(Cl)c3)nc(C#N)nc21	-1.1	0	6	12	-3	11	-4	3	-8
Cc1ccc(CSCC(=O)Nc2cc(S(=O)(=O)N3CCOCC3)ccc2OC(C)C)cc1	0.1	-9	-9	-4	-6	9	-1	1	64*
COc1ccccc1-c1ccc(SCC(=O)NC2CCCCC2)nn1	-0.9	-8	21	-11	-4	23	-4	-3	-12
CCOC(=O)C1CCCN(C(=O)c2c(-c3ccccc3Cl)noc2C)C1 (stereo not drawn)	-0.2	1	14	-18	-1	-5	3	3	0
CCOc1ccc(NC(=O)c2ccc(NC(=S)NC3CC3)cc2)cc1	0.8	1	12	27	0	-5	-1	2	-6
COc1ccccc1OCC(=O)N1CCN(C(=O)COc2ccccc2OC)CC1	-1.4	-3	-4	-3	-2	-1	4	-3	4
CN1CCN(c2ccc([N+](=O)[O-])cc2NC(=O)c2ccccc2)CC1	-0.8	1	-10	17	3	-6	11	0	7
O=C(CCc1ccc(S(=O)(=O)N2CCOCC2)cc1)OCC(=O)c1ccccc1	-1.0	-4	8	11	3	5	0	4	0
Cc1nn(-c2ccc(N3CCOCC3)nn2)c(C)c1CCC(=O)N1CCN(C)CC1	0.9	-3	7	5	-3	4	8	0	1
Cc1cc(=O)[nH]c(N/N=C/c2ccc(C)o2)n1	0.1	1	18	-4	-1	-1	3	1	-1
CCC(C)CCN1C(N(C)C)=NC[C@@H]1Cc1ccccc1 (stereo partly drawn)	1.6	1	-5	9	-9	11	3	1	-12
COc1ccc(-c2cc3ccc(OCc4nn[nH]n4)cc3oc2=O)cc1OC	1.1	4	17	-16	2	-3	5	19	37

Printed as active in CHRM4 PAM, among the entries above:
| Structure | CRFR2-BP ag | TAAR1 antagonist | CHRM5 agonist | M5 antag | CHRM4 PAM | TAAR1 ag | CRFBP-R2 block |
| --- | --- | --- | --- | --- | --- | --- | --- |
| Cc1cc(C)c2c(n1)sc1c(N3CCCCC3)ncnc12 | 1.8 | -26 | -2 | 0 | 23* | 2 | -6 |

Molecules shown so far with a thiophene ring, fused or not:
SMILES	CRFR2-BP ag	CHRM5 PAM	M1 PAM parental	TAAR1 antagonist	CHRM5 agonist	M5 antag	CHRM4 PAM	TAAR1 ag	CRFBP-R2 block
COc1cc2ccccc2cc1C(=O)OCc1nc2ccsc2c(=O)[nH]1	0.0	7	3	25	0	0	7	7	-13
Cc1cc(C)c2c(n1)sc1c(N3CCCCC3)ncnc12	1.8	4	7	-26	-2	0	23*	2	-6
